NSD2 HMT inh – blocks human histone methyltransferase NSD2; NSD2 peptide methylation, AlphaScreen, 120 min; inhibition, % at 12.5 µM; 0.54% of 310,000 active; in the data active means inhibition above about 50%
Pemphigus Ab inh – inhibitors of pemphigus antibody binding to human desmoglein-3; AID 588358; binding (percent of control), % at 10 µM; 0.48% of 310,000 active; DSG3-coupled beads, scFv-anti-DSG3-GFP binding, flow cytometry; active compounds read low;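 active means binding more than 3 SD below its plate's average and above zero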;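 further: hits lower antibody fragment binding to DSG3; some compounds called inactive have numbers as strong as hits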
Mot1-301 SUMO – blocks SUMOylation pathway, rescuing yeast Mot1-301 growth | S. cerevisiae Mot1-301 growth rescue, ATP luminescence, 38.5C; percent above DMSO median, 100 means doubled | growth rescue, % at 18.8 µM | 1% of 320,000 active | AID 2716;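 active means every valid replicate shows activation above 250% relative to neutral control wells; inactive means the rest, any valid replicate at or below 250%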;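 further: OY570 slx delta 5 strain wells were the positive control but not used for scaling; some compounds called inactive have numbers as strong as hits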
SR-BI DiI inh – inhibitors of mouse SR-BI mediated HDL lipid uptake; Q61009; ldlA[mSR-BI] CHO cells, DiI-HDL uptake fluorescence, 3 h; inhibition, % at 12.5 µM; 0.96% of 320,000 active; AID 488896;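 active means mean replicate inhibition of at least 70% and a set share of replicates each scoring 70 or more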;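 further: 0% = median of neutral control wells and 100% = median of positive control wells; values of inactives mirror those of a sister screen read the other way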
Target sequence (Q61009 whole entry, looked up): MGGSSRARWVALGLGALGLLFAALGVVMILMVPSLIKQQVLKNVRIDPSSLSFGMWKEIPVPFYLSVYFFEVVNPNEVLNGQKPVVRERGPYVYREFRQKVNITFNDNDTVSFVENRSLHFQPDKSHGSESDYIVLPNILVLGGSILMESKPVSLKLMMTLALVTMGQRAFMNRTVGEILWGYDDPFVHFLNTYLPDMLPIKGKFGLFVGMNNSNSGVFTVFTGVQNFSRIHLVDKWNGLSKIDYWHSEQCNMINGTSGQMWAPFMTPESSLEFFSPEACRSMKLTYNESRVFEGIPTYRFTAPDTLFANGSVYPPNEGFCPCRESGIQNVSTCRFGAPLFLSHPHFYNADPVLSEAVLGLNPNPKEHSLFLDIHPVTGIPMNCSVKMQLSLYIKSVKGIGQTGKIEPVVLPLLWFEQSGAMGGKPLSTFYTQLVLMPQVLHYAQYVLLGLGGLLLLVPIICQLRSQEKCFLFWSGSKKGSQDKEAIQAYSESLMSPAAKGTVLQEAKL
Arrestin-AP2 inh – inhibitors of human beta-arrestin and AP2 interaction; AID 504490; inhibition, % at 10 µM; FITC-arrestin peptide / GST-AP2 beads, flow cytometry; AP2 beta2 appendage carries R879A mutation; 0.31% of 340,000 active;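 active means inhibition above a set limit, near 3 SD of compounds lacking own fluorescence, cut at about 54% in these data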;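 further: plate controls were DMSO wells for no effect and 5 µM unlabelled arrestin peptide for full effect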
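Measured by: flow cytometry, FL1 (488/535 nm); Material: AP2 appendage R879A on GSH beads; Evaluation: percent response; Timing: pre-incubation 12 min, peptide binding 1 h, room temperature; Also added: 50 nM FITC-arrestin peptide; Medium: PBS with 0.05% Tween 20 and 0.1% BSA.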
PKA-R1A activ – activates the PKA-R1A holoenzyme complex; P00514+P68181; activation, % at 11.4 µM; PKA-R1A dissociation, Cy5-IP20 fluorescence polarization; scaled: DMSO 0%, 113 µM cGMP 100%; 0.083% of 340,000 active;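 active means percent activation above the mean of all tested compounds plus 3 SD, cut at about 19% in these data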;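 further: higher means more PKAc released from R1A so a rise in polarization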
dFosB act – activators of mouse delta FosB homodimer. P13346. purified delta FosB, TAMRA-CDK5 oligo fluorescence polarization; percent of positive-control signal above neutral wells. activation, % at 25 µM. 0.99% of 340,000 active;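 active means mean activation above about 17%, with every replicate also reaching it, limit read from the data, passing the limit was not always enough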;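 further: fluorescence polarization rise as delta FosB binds a TAMRA Cdk5 AP-1 oligo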
Target sequence (P13346 whole entry, looked up): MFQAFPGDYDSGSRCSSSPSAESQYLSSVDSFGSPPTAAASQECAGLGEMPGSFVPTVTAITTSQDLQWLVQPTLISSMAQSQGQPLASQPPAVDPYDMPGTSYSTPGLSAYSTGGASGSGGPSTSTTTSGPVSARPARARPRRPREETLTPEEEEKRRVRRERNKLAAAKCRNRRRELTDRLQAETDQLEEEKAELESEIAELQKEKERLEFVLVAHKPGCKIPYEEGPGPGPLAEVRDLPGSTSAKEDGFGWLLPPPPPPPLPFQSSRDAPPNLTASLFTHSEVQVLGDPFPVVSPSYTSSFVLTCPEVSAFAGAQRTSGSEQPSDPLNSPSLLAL
PKA-R2B activ – activates the human PKA-R2B holoenzyme complex | activation, % at 11.4 µM | P22694+P31323 | PKA-R2B holoenzyme dissociation, Cy5-IP20 fluorescence polarization; R2B truncated from residue 108, S112A mutant; 0% DMSO only, 100% 113 µM cGMP | 0.079% of 340,000 active;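 active means activation above a cutoff set at the mean over all compounds plus 3 SD, cut at about 18% in these data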;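 further: higher means more holoenzyme dissociation and a rise in polarization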
MITF act – increases MITF-driven TRPM1 promoter luciferase signal. SK-MEL-5 TRPM1-promoter luciferase, 24 h; % of positive control, neutral wells = 0. activation, % at 12.5 µM. 0.75% of 300,000 active. AID 588334;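 active means mean activation of at least 80% with every replicate also reaching 80%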;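 further: 0% = neutral control wells and 100% = parthenolide positive control wells; values of inactives mirror those of a sister screen read the other way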
SR-BI DiI-HDL act – enhances SR-BI lipid uptake from DiI-HDL; CHO ldlA[mSR-BI] cells, DiI-HDL uptake fluorescence, 3 h; 100 = double the neutral-control signal; 0.096% of 320,000 active; activation, % at 12.5 µM; AID 504775;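 active means mean replicate activation of at least 60% and every replicate at or above 60%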;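 further: 0% = median plate neutral-control signal and 100% = twice that signal; values of inactives mirror those of a sister screen read the other way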
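material = CHO ldlA[mSR-BI] cells | medium = Ham's F12 with 0.5% BSA, HEPES 25 mM, pH 7.4 | reagent = fluorescent DiI-HDL, 10 µg/mL final | compound dosing = single-point compound dose | incubation = 3 h, 37 °C | measured by = bottom-read fluorescence, 550/595 nm | measure = HDL uptake via cellular fluorescence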
CDK5 p35 inh – CDK5/p35 (human) kinase inhibition; Recombinant CDK5/p35, ADP-Glo luminescence, 60 min; 0.01% of 330,000 active; Q00535+Q15078; inhibition, % at 10 µM;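 active means highest replicate inhibition of at least 50% and at least 75% of replicates reaching 50%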;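 further: plate controls were DMSO neutral control for no effect and GW8510 at 10 µM for full effect; many of its hits are not listed in these tables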
Starred values were filed as active, the others as inactive; / = not tested or not shown.

SMILES	NSD2 HMT inh	Pemphigus Ab inh	Mot1-301 SUMO	SR-BI DiI inh	Arrestin-AP2 inh	PKA-R1A activ	dFosB act	PKA-R2B activ	MITF act	SR-BI DiI-HDL act	CDK5 p35 inh
N#Cc1c(N)n(CCNC(=O)c2ccccc2)c2nc3ccccc3nc12	7	85	168	-5	2	2	-4	8	2	5	-0.5
Cc1nn(CC(=O)Nc2ccc3c(c2)nc(CN2CCCC2)n3C)c(=O)c2ccccc12	0	105	-2	31	28	-3	-5	-2	-3	-31	1.8
O=C(CSC1CC(=O)N(CC(c2ccccc2)c2ccccc2)C1=O)Nc1ccc(Cl)cc1 (centres undefined)	-1	98	/	35	2	-19	-7	-9	/	-35	0.2
COC(=O)C1CCCN1C(=O)C12CC3CC(CC(C3)C1)C2 (centres undefined)	-3	110	-20	-9	8	6	-6	12	-2	9	-0.4
CCCc1cc(C(=O)N(C2CCCCC2)C2CCCCC2)no1	/	85	9	-7	-5	11	0	1	/	7	-0.8
O=C(NCCc1ccc(Cl)cc1)c1cccnc1	-3	/	-8	7	2	-8	-3	-9	/	-7	1.5
CC(=O)c1ccc(NC(=O)C(C)N2CCN(C/C=C/c3ccccc3)CC2)cc1 (centres undefined)	2	105	-9	-4	30	2	-5	-2	5	4	-0.4
CC(C)(C)OC(=O)NN1CC(=O)N2[C@@H](Cc3c([nH]c4ccccc34)C2(C)C)C1=O	2	101	2	13	5	7	-4	0	6	-13	4.6
Cc1cc(OCCN2CCC(Cc3ccccc3)CC2)ccc1[N+](=O)[O-]	7	117	-13	-7	3	-5	6	-4	/	7	-0.1
O=C(NCc1ccco1)c1cccs1	-2	99	18	2	-14	5	0	-5	-5	-2	-1.0
CCC1CCCCN1C(=O)C(=O)c1cn(CC(=O)N(CC)CC)c2ccccc12 (centres undefined)	0	106	80	0	3	-3	-11	-2	-9	0	-0.4
O=C(O)CC/C(=N\Nc1ccc(Cl)cc1)c1cccs1	-5	115	85	31	-11	-7	-5	2	0	-31	1.2
Cc1ccc(S(=O)(=O)Oc2ccccc2)cc1	/	89	/	7	-9	6	-11	-5	25	-7	1.1
Cc1cc(C)nc(NS(=O)(=O)c2ccc(NC(=O)CCC(=O)O)cc2)n1	1	100	-5	-3	2	7	-4	1	/	3	-1.7
Cn1c(Oc2ccccc2NCc2cc(Br)ccc2O)cc(=O)n(C)c1=O	18	111	13	12	2	-1	-8	-7	-5	-12	-4.0
O=C(Nc1cccc2c1CCCC2)c1ccco1	-3	99	-32	-34	1	-4	-5	-3	-4	34	-0.4
COc1cccc(C(c2c(C)[nH]n(-c3ccccc3)c2=O)c2c(C)[nH]n(-c3ccccc3)c2=O)c1O	16	96	6	0	27	3	-2	3	-22	0	-0.5
CCOc1cc(N2CCOCC2)c(OCC)cc1NC(=O)c1ccc(-n2ccnc2)c([N+](=O)[O-])c1	2	96	50	/	-4	13	-17	-1	-7	/	-0.6
Cc1ccc(N2C(=O)N(CC(=O)N3c4ccccc4CC3C)C(=O)C2C)cc1 (centres undefined)	0	97	/	17	-11	1	-4	6	1	-17	-1.2
Cc1cc(C)c(S(=O)(=O)N2CCN=C2c2ccccc2)cc1C	/	96	/	-4	1	-2	-3	-8	7	4	-0.6
Cc1ccc(S(=O)(=O)NC(=O)NCC2CCN(S(=O)(=O)c3ccccc3)CC2)cc1	10	94	-16	-3	5	-17	-4	-8	1	3	4.2
COc1ccc(S(=O)(=O)N2CCOCC2)cc1C(=O)Nc1nc2ccccc2s1	-4	101	6	36	-13	-10	0	2	-2	-36	0.4
Cc1ccc(C(=O)Nc2ccccc2C(=O)NC(CC(=O)O)C(=O)O)cc1 (centres undefined)	/	98	-8	-12	8	-11	2	0	-10	12	-20
Cc1n[nH]c(C)c1S(=O)(=O)N(CC(=O)Nc1ccc2c(c1)OCCO2)c1ccc(C(C)C)cc1	/	97	-13	-11	30	0	-20	1	-16	11	0.9
CCN(CC(=O)Nc1ccc(NC(C)=O)cc1)C(=O)Cc1ccc(S(=O)(=O)N2CCOCC2)s1	3	92	173	-19	-7	4	-5	8	-1	19	-0.1

Given with two lines to a compound: part of the list above.
Below each SMILES – NSD2 HMT inh | Pemphigus Ab inh | Mot1-301 SUMO | SR-BI DiI inh | Arrestin-AP2 inh | PKA-R1A activ | dFosB act | PKA-R2B activ | MITF act | SR-BI DiI-HDL act | CDK5 p35 inh
> COc1cccc(C(c2c(C)[nH]n(-c3ccccc3)c2=O)c2c(C)[nH]n(-c3ccccc3)c2=O)c1O
→ 16 | 96 | 6 | 0 | 27 | 3 | -2 | 3 | -22 | 0 | -0.5
> CCOc1cc(N2CCOCC2)c(OCC)cc1NC(=O)c1ccc(-n2ccnc2)c([N+](=O)[O-])c1
→ 2 | 96 | 50 | / | -4 | 13 | -17 | -1 | -7 | / | -0.6
> Cc1ccc(N2C(=O)N(CC(=O)N3c4ccccc4CC3C)C(=O)C2C)cc1 (centres undefined)
→ 0 | 97 | / | 17 | -11 | 1 | -4 | 6 | 1 | -17 | -1.2
> Cc1cc(C)c(S(=O)(=O)N2CCN=C2c2ccccc2)cc1C
→ / | 96 | / | -4 | 1 | -2 | -3 | -8 | 7 | 4 | -0.6
> Cc1ccc(S(=O)(=O)NC(=O)NCC2CCN(S(=O)(=O)c3ccccc3)CC2)cc1
→ 10 | 94 | -16 | -3 | 5 | -17 | -4 | -8 | 1 | 3 | 4.2
> COc1ccc(S(=O)(=O)N2CCOCC2)cc1C(=O)Nc1nc2ccccc2s1
→ -4 | 101 | 6 | 36 | -13 | -10 | 0 | 2 | -2 | -36 | 0.4
> Cc1ccc(C(=O)Nc2ccccc2C(=O)NC(CC(=O)O)C(=O)O)cc1 (centres undefined)
→ / | 98 | -8 | -12 | 8 | -11 | 2 | 0 | -10 | 12 | -20
> Cc1n[nH]c(C)c1S(=O)(=O)N(CC(=O)Nc1ccc2c(c1)OCCO2)c1ccc(C(C)C)cc1
→ / | 97 | -13 | -11 | 30 | 0 | -20 | 1 | -16 | 11 | 0.9
> CCN(CC(=O)Nc1ccc(NC(C)=O)cc1)C(=O)Cc1ccc(S(=O)(=O)N2CCOCC2)s1
→ 3 | 92 | 173 | -19 | -7 | 4 | -5 | 8 | -1 | 19 | -0.1

The listing continues.
SMILES	NSD2 HMT inh	Pemphigus Ab inh	Mot1-301 SUMO	SR-BI DiI inh	Arrestin-AP2 inh	PKA-R1A activ	dFosB act	PKA-R2B activ	MITF act	SR-BI DiI-HDL act	CDK5 p35 inh
C=CCSc1nc(N)c(C#N)c(-c2ccc(C)cc2)c1C#N	-1	97	16	17	14	-8	-6	-8	13	-17	-2.2
COc1ccc(NC(=O)CSc2nc(N)c(C(=O)Nc3ccc(N(C)C)cc3)s2)cc1	0	92	-11	49	7	-2	-12	-6	55	-49	-1.1
Cc1cc(C)cc(OCC(=O)OCC(=O)N2CCc3ccccc32)c1	-1	103	-13	-14	-4	-6	-15	-14	-4	14	0.0
COc1cc(OC)cc(C(=O)NCC(=O)OCC(=O)C(C)(C)C)c1	0	102	-4	-42	-5	-6	2	-15	7	42	-9.0
Cc1nn(Cc2ccccc2)c(C)c1/C=N/NC(=O)CNc1cccc(C(F)(F)F)c1	0	97	-8	20	25	-17	-9	-4	-4	-20	-0.6
COc1cc(/C=C2/C(=O)N(c3ccc(C(=O)O)cc3)N=C2C)cc(OC)c1O	7	/	-8	-2	-13	-4	-1	8	0	2	6.1
CCCN1CCC(N(CCc2ccccc2)Cc2ccccc2)CC1	10	118	-15	6	5	3	-7	-3	/	-6	-0.1
CCOc1ccc(CCNC(=O)c2nnn(CC(=O)Nc3ccc(OC)cc3)c2N)cc1OCC	26	88	6	41	0	-3	7	1	-7	-41	-0.6
Cc1ccc(CNC(=O)C2CCCN(c3nn4c(=O)cc(C)nc4s3)C2)cc1 (centres undefined)	2	108	609	9	2	0	-8	0	-11	-9	-1.9
Cn1nnnc1SCC1=C(C(=O)O)N2C(=O)C(NC(=O)C3CC3c3ccccc3)C2SC1 (centres undefined)	3	98	-38	24	-5	12	-10	-1	/	-24	-2.2
COc1cc(C(=O)Oc2cccnc2)cc(OC)c1OC	0	103	481*	8	4	-6	-3	1	-18	-8	-2.1
CC(C)(C)OC(=O)NCc1ccc(CNC(=O)c2[nH]cnc2C(=O)NC2CCN(C(=O)OC(C)(C)C)CC2)cc1	/	103	4	-4	-8	7	-14	-4	-21	4	0.5
O=C(CN(c1ccccc1)S(=O)(=O)c1ccc(F)cc1)N1CCCCCC1	0	106	6	-17	-1	-17	-5	-8	4	17	-0.7
CC(C)CC(COCc1ccc(F)cc1)N1CCN(C(=O)c2cccc(C(F)(F)F)c2)CCC1=O (centres undefined)	/	109	81	17	7	-7	-4	12	-7	-17	0.4
COc1ccc(S(=O)(=O)N2CCCCCC2)cc1C(=O)OC(C)C(N)=O (centres undefined)	-1	90	0	0	-10	-1	6	-1	2	0	-0.9
C=CCNc1nc(-c2ccc(OC)cc2OC)cs1	11	99	-9	22	9	-9	-10	-2	78	-22	0.6
CC1C/C(=N/NC(=O)c2ccc(CSc3nc4ccccc4[nH]3)cc2)CC(C)(C)C1 (centres undefined)	-1	112	1	17	13	6	-7	1	7	-17	1.2
O=C(Cc1ccc(Br)cc1)Nc1ccc(S(=O)(=O)Nc2ncccn2)cc1	-6	114	-5	-20	5	1	3	0	/	20	-1.0
CC1=C(C(N)=O)C(c2ccc(Br)cc2)n2nc(CCCO)nc2N1 (centres undefined)	-1	89	-18	-1	-13	6	-3	-2	-1	1	0.4
Cc1c(N)cccc1Cl	/	105	/	8	17	3	1	1	-8	-8	-1.3
Cc1cc(Cl)ccc1NC(=S)NCCc1ccc(S(N)(=O)=O)cc1	-4	87	3	28	2	-10	-7	-4	-8	-28	-2.3
O=S1(=O)C=C(SCCN2CCCC2)c2ccccc21	2	107	-4	-11	2	-9	3	-1	-6	11	0.9
Cc1cc(C)c2c(n1)sc1c(=O)[nH]c(SCc3ccccc3)nc12	-2	98	5	22	-2	1	5	-2	-13	-22	1.4
CC1CCCN(CC(=O)Nc2cc(S(=O)(=O)N3CCOCC3)ccc2N2CCCC2)C1 (centres undefined)	2	98	3	-6	4	9	-6	5	-5	6	2.9

Screening results as filed in PubChem.

Hits appear at their usual frequency. Share with any hit: about 4.7%.
